# EWS-Fli inh = inhibitors of EWS/Fli oncoprotein transcriptional activity; A673 NR0B1-luciferase reporter, viability-normalised; inhibition, % at 12.6 µM; 350,000 tested, 0.67% active; AID 651661;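 active = mean inhibition of at least 50% after viability correction, with every replicate also passing that limit; inconclusive = mean reaches 50% but only one of two replicates passes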;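 also: firefly luciferase signal divided by Alamar Blue viability fluorescence both relative to DMSO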
# E-sel inducer = induces E-selectin expression in human endothelial cells; P16581; HUVEC E-selectin immunofluorescence imaging; normalized: neutral wells 0, TNF-alpha wells 100; activation, % at 7.58 µM; 260,000 tested, 0.37% active; AID 686992;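 active = mean E-selectin-positive cell signal at least 10% of the positive control, reached in at least 60% of replicates, without over 20% cell loss; inconclusive = no rule given, readout overlaps actives, possibly toxicity-flagged; inactive = the rest, including those meeting only one limit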;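 also: in these data hits start at about 27%; measured in HUVEC primary endothelial cells; signal is the percent of cells scored E-selectin positive by PE staining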
#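 Assay system: HUVEC, human umbilical vein endothelial cells / Amount: 3,000 HUVEC/well / Controls: TNF-alpha positive control, DMSO neutral control / Compound dosing: single concentration / Medium: EGM-2 over gelatin coat / Evaluation: percent E-selectin-positive cells / Signal: immunofluorescence imaging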
# esBAF inh = blocks esBAF chromatin remodeling in mouse ES cells. Bmi1-luciferase knock-in reporter, 24 h; 100% = twice the neutral-well signal. reporter increase, % at 12.5 µM. 350,000 tested, 2% active. AID 602393; in the data active = activation above about 40%; inconclusive = no clear call, values can overlap the other calls;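 also: 0% = median of the plate's neutral control wells and 100% = double that signal; a rise in the Bmi1 reporter signal indicates esBAF inhibition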
# S100A4 MyoIIA = inhibitors of human S100A4 binding to myosin IIA peptide | S100A4/TAMRA-MyoIIA peptide fluorescence polarization | inhibition, % at 10.7 µM | 360,000 tested, 0.14% active;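 active = mean inhibition of at least 70% across replicates, with every replicate also reaching that level; inconclusive = mean inhibition reaches 70% but some replicates fall short; inactive = mean inhibition below 70%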
# Target sequence (P26447 whole entry, looked up): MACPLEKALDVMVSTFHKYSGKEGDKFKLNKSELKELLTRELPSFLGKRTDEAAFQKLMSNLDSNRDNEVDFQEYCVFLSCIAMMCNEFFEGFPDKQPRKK
#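 Test system – S100A4 monomer (human) · Compound – single-point compound testing · Schedule – 5 min incubation before reading · Probe or stimulus – TAMRA-labelled myosin IIA heavy-chain peptide probe, 5 nM · Benchmarks – neutral control DMSO, positive control TFP · Medium – Calcium-containing HEPES buffer, pH 7.2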
# RAD52 inh = RAD52 (human) annealing inhibition | recombinant RAD52 DNA annealing, FRET fluorescence | inhibition, % at 18.7 µM | 360,000 tested, 0.46% active;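 active = every replicate showing at least 50% inhibition; inconclusive = mean inhibition at least 50% but not in every replicate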
# Target sequence (P43351 whole entry, looked up): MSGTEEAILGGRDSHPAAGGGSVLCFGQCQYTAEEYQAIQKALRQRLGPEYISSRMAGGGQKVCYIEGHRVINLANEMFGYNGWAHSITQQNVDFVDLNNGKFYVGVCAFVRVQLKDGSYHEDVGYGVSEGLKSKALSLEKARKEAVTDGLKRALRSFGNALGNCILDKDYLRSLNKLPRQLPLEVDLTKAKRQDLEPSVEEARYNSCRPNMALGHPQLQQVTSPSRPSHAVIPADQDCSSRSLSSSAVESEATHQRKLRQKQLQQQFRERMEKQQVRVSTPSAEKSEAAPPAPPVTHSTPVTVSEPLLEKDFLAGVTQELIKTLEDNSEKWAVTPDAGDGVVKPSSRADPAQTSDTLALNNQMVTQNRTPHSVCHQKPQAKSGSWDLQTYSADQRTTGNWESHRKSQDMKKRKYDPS
# FN deposit inh = fibronectin deposition inhibition | AH1F fibroblasts, Alexa488-fibronectin deposition fluorescence, overnight | inhibition, % at 12.6 µM | 350,000 tested, 0.086% active | AID 743247;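 active = mean inhibition across replicates of 30% or more, regardless of how many single replicates reach that level; inconclusive = mean under 30% yet at least half of replicates reach 30%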;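 also: positive control wells lacked labelled fibronectin entirely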
#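 Material: AH1F fibroblasts assembling fluorescent fibronectin matrix; amount: 10000 AH1F cells/well; medium: DMEM, 2% serum; reagent: Alexa488-fibronectin, 24 nM final in well; dosing: single compound dose, delivered by pin transfer; incubation: 1 h adhesion, overnight exposure; detection: fluorescence after three HBSS washes, excitation 485 nm, emission 525 nm; measure: fibronectin deposition inhibition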
# RAD54 branch = blocks human RAD54 Holliday junction branch migration. Q92698. FAM/BHQ fluorescence. inhibition, % at 10.4 µM. 360,000 tested, 0.14% active. AID 602329;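 active = mean normalized replicate activity at least 40 and at least half of replicates scoring 40 or more; inconclusive = only one of the two criteria met; inactive = mean below 40 and under half of replicates reaching 40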;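 also: 0% = median of neutral control wells and 100% = median of positive control wells; inhibitors cause a drop in the FAM fluorescence signal; in these data hits start at about 50%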
# XiGFP reactiv = activators of X-chromosome reactivation in mouse fibroblasts; XiGFP mouse fibroblasts, % GFP-positive cells imaging, 3 d; cells co-treated with 5-aza-dC sensitizer; scaled so ellipticine positive control = 100%; activation, % at 7.58 µM; 360,000 tested, 0.055% active; AID 743238;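 active = mean normalized replicate activation at least 10% and every replicate at or above 10%; inconclusive = only one of the two criteria met; inactive = mean below 10% and not all replicates reach 10%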;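 also: 0% = median of on-plate neutral control wells and 100% = ellipticine 6 µM median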
#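 assay system = SV40-immortalized XiGFP fibroblast cells, line 68-5-11 | buffer or medium = DMEM plus 5-aza-dC sensitizer | doses = single-point pinned compound dosing | times = 3-day compound exposure, then 15 min fixation at room temperature | benchmarks = positive control ellipticine, 6 µM final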
# * = called active by the depositor; i = inactive; ? = inconclusive; . = no result given; & = joins results of further samples.
SMILES,EWS-Fli inh,E-sel inducer,esBAF inh,S100A4 MyoIIA,RAD52 inh,FN deposit inh,RAD54 branch,XiGFP reactiv
O=C(NCCCN1CCCC1=O)c1sc2ccccc2c1Cl,.,-0.4,31,2,-3,.,-6,0.1
CCOC(=O)CNc1nc(Cl)nc(Nc2ccc(Cl)cc2)n1,2,-2.5,.,-2,-3,8,0,0.9
C[C@@H]1CN([C@H](C)CO)S(=O)(=O)c2ccc(-c3cccc(F)c3)cc2O[C@H]1CN(C)S(C)(=O)=O,9,0.3,-3,-7,10,.,12,-0.3
CC(C)n1cc(C(=O)N2CCCC(N3CCN(c4cccc(Cl)c4)CC3)C2)cn1 (stereo not given),-7,0.0,8,-3,-9,-2,11,0.3
CC(C)CC(=O)N1CCN(C(=O)c2ccc(F)cc2)CC1,-3,.,-4,-2,-11,14,-3,0.0
Cc1cc2oc(=O)cc(CN3CCCCC3)c2cc1C,8,-0.2,11,3&-8,-4&-5,0,11,0.3
COc1ccc(NC(=O)N(C)C[C@@H]2Oc3ccc(NC(=O)c4ccncc4)cc3C(=O)N([C@H](C)CO)C[C@@H]2C)cc1,10,-7.8,1,5,-10,.,4,-0.1
O=C(Nc1ccccc1)N1C[C@H]2[C@@H](c3ccccc31)[C@H](CO)N2C(=O)c1cccnc1,-31,0.0,18,-6,5,.,5,0.0
COc1ccc(CN(C)C[C@@H]2OCCCC[C@@H](C)Oc3ccc(NC(=O)c4ccncc4)cc3C(=O)N([C@@H](C)CO)C[C@@H]2C)cc1,-8,-0.1,-5,-15,4,-1,0,0.0
NC(=O)c1cc(S(=O)(=O)N2CCOCC2)cs1,-3,.,1,-7,-19,0,-4,0.0
CN1CCN(C(=O)C[C@H]2CC[C@H]3[C@@H](COC[C@H](O)CN3C(=O)Nc3ccc4c(c3)OCO4)O2)CC1,-46,0.1,38,.,.,4,5,-0.1
O=C(NNC(=O)C1CCCN(S(=O)(=O)c2cccc(F)c2)C1)C1CC1 (stereo not given),-4,.,-4,2,-11,7,3,0.1
COc1ccc(C(=O)CN2Cc3ccccc3C2=N)cc1,-13,.,.,0,-12,-1,.,?
COc1ccc(N(C)S(=O)(=O)c2cccc(C(=O)N3CCN(c4ccccc4)CC3)c2)cc1,7,0.0,2,-3,-14,0,-13,0.0
CCCNC(=O)C1(C)CCCN(Cc2ccc3c(c2)OCO3)C1 (stereo not given),-2,-0.2,-8,1,-7,10,-18,0.0
O=C(NCc1ccccc1F)c1cccc(S(=O)(=O)N2CCCCC2)c1,15,3.5,.,3,-15,0,.,0.3
CCOC(=O)c1nn(-c2ccc(F)cc2)cc1O,1,-1.4,.,-6,3,1,.,-0.1
CC(C)C(=O)N1CCC(c2nc(-c3ccc(S(=O)(=O)N4CCN(C)CC4)cc3)no2)CC1,4,.,-5,-1,-16,1,.,0.1
CC(C)(O)P(=O)(O)CCc1ccccc1,12,-0.1,.,-15,-12,-4,1,0.1
Cc1cc(C)c(S(=O)(=O)N2C[C@H]3CON(C)[C@H]3C[C@H]2c2ccc(N3CCCCC3)cc2)c(C)c1,-16,-0.1,-2,-27,-182,-1,-12,0.0

# The final three compounds of the part above open the next one:
SMILES,EWS-Fli inh,E-sel inducer,esBAF inh,S100A4 MyoIIA,RAD52 inh,FN deposit inh,RAD54 branch,XiGFP reactiv
CC(C)C(=O)N1CCC(c2nc(-c3ccc(S(=O)(=O)N4CCN(C)CC4)cc3)no2)CC1,4,.,-5,-1,-16,1,.,0.1
CC(C)(O)P(=O)(O)CCc1ccccc1,12,-0.1,.,-15,-12,-4,1,0.1
Cc1cc(C)c(S(=O)(=O)N2C[C@H]3CON(C)[C@H]3C[C@H]2c2ccc(N3CCCCC3)cc2)c(C)c1,-16,-0.1,-2,-27,-182,-1,-12,0.0
CNc1c(NS(=O)(=O)c2ccc(Br)cc2)c(=O)oc2ccccc12,-2,.,6,7,-10,5,13,0.3
COC(=O)C[C@@H]1CC[C@H]2[C@@H](COc3ccc(NC(=O)c4ccc(F)c(F)c4)cc3C(=O)N2C)O1,-16,0.2,-2,-2,9,-9,5,0.4
CN(C)C(=O)c1cccc(-c2ccc(C3[C@@H]4CN(Cc5ccc6c(c5)OCO6)C[C@H]3N4)cc2)c1 (stereo not given in full),0,0.7,.,-8,21,6,.,0.5
O=C(C[C@@H]1C=C[C@H](NC(=O)Cc2cccnc2)[C@H](CO)O1)Nc1ccc(-c2ccccc2)cc1,-23,1.0,.,6,6,-7,.,0.0
COc1ccc(/C=C(\NC(=O)c2ccc(Cl)cc2)C(=O)NCCCN2CCOCC2)cc1OC,-1,.,0,-9,-16,5,0,0.5
COCC#Cc1cnc2c(c1)C(=O)N([C@@H](C)CO)C[C@H](C)[C@H](CN(C)Cc1ccc(-c3ccccc3)cc1)O2,12,0.1,-6,.,.,.,.,-0.3
CCC1CCCCN1CC(=O)Nc1cc(OC)c(OC)cc1C#N (stereo not given),-7,.,.,27,-18,-6,.,-0.1
c1ccc(-c2cn3c4c(sc3n2)CCCC4)cc1,54*,0.3,-55&-76,0,2,21&4,-2&-5,0.0
CC(C)NC(=O)Nc1ccc2c(c1)C(=O)N([C@@H](C)CO)C[C@H](C)[C@H](CN(C)C(=O)Nc1ccc(C(F)(F)F)cc1)O2,-15,.,1,6,-7,.,-3,-0.2
C[C@@H]1CN([C@H](C)CO)C(=O)c2cc(C#Cc3ccccc3F)cnc2O[C@H]1CN(C)C(=O)Cc1ccncc1,16,-0.1,-4,-11,-40,.,4,-0.3
CCS(=O)(=O)N1CCN(S(=O)(=O)c2ccc(S(=O)(=O)NC3CC3)cc2)CC1,-2,0.0,-5,-4,-3,0,0,0.0
N/C(=N\OC(=O)c1ccc(Br)cc1)c1cccc([N+](=O)[O-])c1,-75,.,72*,1,-4,-8,-3,0.0
COc1ccc(N/C(C)=C2/C(=O)C(=O)N(CCO)C2c2ccc(Br)cc2)cc1 (stereo not given),.,0.1,-3,.,.,3,-3,.
CC(C)(C)[S@](=O)N1Cc2cc(C(=O)NCC(F)(F)F)nc(-c3cccc(-c4cccc(F)c4)c3)c2[C@@H]1CCO,55*,0.2,8,-30,-63,8,-7,0.0
COc1ccc(CCn2c(C)cc(C(=O)CSc3nnnn3-c3ccccc3)c2C)cc1OC,25,.,-5,-3,-24,.,7,.
Cc1ccccc1-c1nc(S(=O)(=O)c2ccc(Br)cc2)c(NCc2cccnc2)o1,-1,.,9,-3,2,.,-3,.
CCN(CC)C(=O)Cn1cc(C(=O)C(=O)NCCc2c[nH]c3ccccc23)c2ccccc21,.,3.1,0,5,-16,-8,4,0.0
CCOC(=O)c1c(CN2CCOCC2)n(-c2ccccc2)c2cc(Br)c(O)cc12,.,-0.4,-2,.,.,3,-3,.
O=C(COc1ccccc1[N+](=O)[O-])Nc1ccc2oc(=O)ccc2c1,4,-0.9,3,-1,-15,.,-6,0.0
CO[C@H]1CN(C)C(=O)c2ccc(NC(=O)C3CC3)cc2OC[C@H](C)N(C(=O)C2CCOCC2)C[C@@H]1C,-3,-0.2,-2,17,0,-7,-12,-0.1

# Entries above marked active in esBAF inh.
compound	esBAF inh	S100A4 MyoIIA	RAD52 inh
N/C(=N\OC(=O)c1ccc(Br)cc1)c1cccc([N+](=O)[O-])c1	72*	1	-4

# (continued)
SMILES,EWS-Fli inh,E-sel inducer,esBAF inh,S100A4 MyoIIA,RAD52 inh,FN deposit inh,RAD54 branch,XiGFP reactiv
COC(=O)CN1C(=S)N(c2ccc(F)cc2)C(=O)C1CC(=O)Nc1ccc(OC)cc1 (stereo not given),1,0.1,-6,-1,-7,-10,-7,0.0
CCN1C(=O)C(CC(=O)Nc2ccc(OC)cc2)N(CCCN2CCN(c3ccc(F)cc3)CC2)C1=S (stereo not given),15,-1.5,0,9,11,10,-3,-0.2
CO[C@@H]1CN(C)C(=O)c2cc(NC(=O)Nc3ccccc3F)ccc2OC[C@H](C)N(C(C)=O)C[C@H]1C,-4,0.0,-3,-4,0,3,-19,0.7
CC1=C(C(=O)Nc2ccc(C(=O)NCCC(C)C)cc2)SCCO1,-8,0.5,5,-3,-7,-1,-9,0.0
COc1ccccc1N1CCN(C(=O)CNC(=O)c2cn(-c3ccccc3OC)c(=O)c3ccccc23)CC1,-24,0.0,15,-12,-11,1,0,0.1
Cc1nc(N2CCN(C)CC2)c2c3c(sc2n1)CCCC3,19,.,1,-2,9,-7,1,0.0
Cc1ccc(-n2c(=S)[nH]c3c(oc4ccccc43)c2=O)cc1C,1,-2.2,0,-5,2,-1,-2,0.0
COc1ccccc1C(=O)NC(=O)CSc1nnc(C)s1,2,-0.4,-6,-9,-29,-2,2,0.2
Cc1cccnc1NC1(C(F)(F)F)N=C2SCCN2C1=O (stereo not given),-9,0.5,-3,-5,-11,15,1,0.2
O=C1C=C(N2CCOCC2)c2cccc3cccc1c23,-4,0.1,-8,83*,i,3,1,0.0
CCC(=O)N1CCCCN2[C@@H](CO)[C@@H](c3ccc(-c4cccc(C#N)c4)cc3)[C@@H]2C1,1,-0.2,1,-5,2,.,-3,0.0
CSc1ccccc1-c1cnc(NC(C)=O)cn1,-28,-0.2,22,5,-6,3,-4,0.0
Cc1noc(C)c1NC(=O)N(C)C[C@@H]1Oc2ccc(NC(=O)CCCCCC(=O)Nc3ccccc3N)cc2C(=O)N([C@@H](C)CO)C[C@@H]1C,-14,23,-2,7,1,.,-2,-0.1
Cc1noc(C)c1NC(=O)N(C)C[C@@H]1Oc2ccc(N(C)C)cc2C(=O)N([C@H](C)CO)C[C@H]1C,0,-6.8,3,3,2,.,1,-0.8
COc1ccc(CNC(=O)C[C@@H]2C=C[C@H](NS(=O)(=O)c3cccc(OC)c3)[C@H](CO)O2)cc1,-9,-0.5,1,5,3,.,-6,-0.3
COc1cccc(C(=O)NCCNC(=O)c2ccccn2)c1,-3,-0.3,-4,4,-9,-1,-9,-0.1
COc1ccc(-c2nnc(SCCOc3cccc(C)c3)n2N)cc1,.,1.6,2,.,.,-1,0,.

# Structures listed so far that contain a cyano group, in the order listed:
SMILES,EWS-Fli inh,E-sel inducer,esBAF inh,S100A4 MyoIIA,RAD52 inh,FN deposit inh,RAD54 branch,XiGFP reactiv
CCC1CCCCN1CC(=O)Nc1cc(OC)c(OC)cc1C#N (stereo not given),-7,.,.,27,-18,-6,.,-0.1
CCC(=O)N1CCCCN2[C@@H](CO)[C@@H](c3ccc(-c4cccc(C#N)c4)cc3)[C@@H]2C1,1,-0.2,1,-5,2,.,-3,0.0

# Outcome played no part in choosing rows; about 3% have a hit in one of these screens.
